MrgX1 ag = activates human MrgX1 receptor signaling; Q96LB2; hit rate 0.44% among 310,000; B-score at 10 µM; MrgX1-HEK293 cells, Fluo-4 calcium fluorescence, agonist mode; stronger effect = higher value;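 active = calcium response B-score plate-corrected fluorescence ratio at least 3 library SD, with starting fluorescence B-score inside 5 SD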
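Test system: HEK293 cells stably expressing human MrgX1 receptor; amount: 15,000 cells per well; doses: compound delivered in addition one of three; times: overnight plating before 1 h dye loading; detection: Fluo-4 NW calcium-flux fluorescence, kinetic read; read-out basis: B-scored fluorescence response ratio; controls: positive and negative controls per plate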
KCNQ1 act = potentiators or activators of human KCNQ1 potassium channel; CHO-K1 KCNQ1, thallium flux FluxOR fluorescence; stronger effect = higher value; P51787; AID 2648; hit rate 0.35% among 310,000; B-score at 10 µM;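 active = fluorescence ratio B-score, a plate-corrected score, at least three library SD, with initial intensity B-score within 5 SD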
Target sequence (P51787 whole entry, looked up): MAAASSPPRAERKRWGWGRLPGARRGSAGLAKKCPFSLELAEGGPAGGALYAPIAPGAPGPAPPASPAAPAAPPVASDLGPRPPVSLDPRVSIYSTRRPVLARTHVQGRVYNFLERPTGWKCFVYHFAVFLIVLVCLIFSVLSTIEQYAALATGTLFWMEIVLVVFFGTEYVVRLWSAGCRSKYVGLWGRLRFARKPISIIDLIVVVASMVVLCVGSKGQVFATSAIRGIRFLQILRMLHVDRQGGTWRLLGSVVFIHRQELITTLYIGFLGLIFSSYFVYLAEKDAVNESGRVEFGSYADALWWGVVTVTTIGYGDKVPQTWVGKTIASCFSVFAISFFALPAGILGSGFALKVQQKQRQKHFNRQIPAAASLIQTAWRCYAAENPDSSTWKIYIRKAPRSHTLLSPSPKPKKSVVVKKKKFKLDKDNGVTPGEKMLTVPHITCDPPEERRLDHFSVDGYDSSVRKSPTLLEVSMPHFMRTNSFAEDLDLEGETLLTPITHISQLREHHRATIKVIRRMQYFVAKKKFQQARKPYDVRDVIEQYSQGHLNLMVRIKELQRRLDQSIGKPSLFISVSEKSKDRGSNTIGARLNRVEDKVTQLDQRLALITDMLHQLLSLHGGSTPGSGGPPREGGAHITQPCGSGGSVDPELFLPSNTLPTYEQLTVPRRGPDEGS
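System: Stable KCNQ1 CHO-K1 line | Incubation: 90 min dye loading and 20 min compound exposure, both at room temperature | Measure: Ratio B score | Medium: Assay buffer for compound exposure, DMSO matched across wells | Compound dosing: Single-concentration screen | Probe or stimulus: K+/Tl+ depolarizing stimulus | Measured by: Kinetic FluxOR fluorescence, 10 s baseline plus 110 s post-stimulus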
RGS4 block = inhibitors of human RGS4. hit rate 0.45% among 310,000. B-score at 10 µM. HEK293 M3R/RGS4 inducible, Fluo-4 calcium flux; stronger effect = higher value; triggered by carbachol at its EC20. P49798;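 active = B-score, a plate-corrected calcium signal, over three deviations above library mean, with baseline fluorescence within five deviations of library mean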;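 also: RGS4 expression induced by doxycycline in cells with stable M3 receptor; B-score is computed from the integrated fluorescence ratio over baseline after carbachol; higher B-score means a larger calcium signal and so more RGS4 inhibition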
ANO1 block = inhibitors of mouse TMEM16A calcium-activated chloride channel; Q8BHY3; HEK293 TMEM16A/YFP iodide influx fluorescence, ionomycin; normalized B-score (activity score, 25-100; higher = stronger inhibition) at 10 µM; hit rate 1.2% among 310,000; AID 588511;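 active = ratio plate-corrected score three or more library SD toward inhibition, starting fluorescence score within five deviations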;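 also: score derived from kinetic fluorescence span divided by baseline fluorescence per well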
RGS4 act = potentiators or activators of RGS4; B-score at 10 µM; HEK293 M3R/inducible RGS4, carbachol calcium flux Fluo4; stronger effect = lower value; hit rate 0.92% among 310,000; AID 463111;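 active = B-score of the integrated calcium signal more than 4 SD below the library mean, with starting fluorescence not abnormally high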;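 also: negative B-score means reduced calcium response which marks RGS4 activation or potentiation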
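Material: Inducible-RGS4 HEK293 cells carrying M3 receptor; also added: carbachol at ECmax as muscarinic agonist stimulus; incubation: compound preincubation 20 min at room temperature before agonist; signal: Fluo4-AM (2 µM) calcium-flux fluorescence, kinetic read; measure: integrated calcium ratio converted to B score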
KCNK9 inh = inhibitors of human KCNK9 two-pore domain potassium channel | Q9NPC2 | AID 488922 | hit rate 1.2% among 310,000 | HEK293 KCNK9, FluxOR thallium flux fluorescence; stronger effect = lower value | B-score at 10 µM;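 active = ratio B-score over 3 SD below the library mean, with starting fluorescence within 5 SD of its mean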;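 also: negative B-score means less thallium flux so channel inhibition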
Target sequence (Q9NPC2 whole entry, looked up, the tested form may be a part): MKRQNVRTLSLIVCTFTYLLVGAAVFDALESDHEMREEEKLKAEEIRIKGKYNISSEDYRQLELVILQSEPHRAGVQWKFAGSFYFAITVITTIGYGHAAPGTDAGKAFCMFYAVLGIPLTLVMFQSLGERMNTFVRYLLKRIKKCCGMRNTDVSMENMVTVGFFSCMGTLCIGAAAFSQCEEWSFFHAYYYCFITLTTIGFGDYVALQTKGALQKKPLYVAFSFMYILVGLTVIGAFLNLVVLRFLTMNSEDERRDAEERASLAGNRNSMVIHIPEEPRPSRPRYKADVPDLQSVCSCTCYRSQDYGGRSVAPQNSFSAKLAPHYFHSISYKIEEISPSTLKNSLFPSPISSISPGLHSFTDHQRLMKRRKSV
TMEM16A act = activates or potentiates the mouse TMEM16A chloride channel; HEK293 TMEM16A/YFP-H148Q/I152L, iodide quench fluorescence; stronger effect = lower value; hit rate 0.3% among 340,000; Q8BHY3; AID 623877; B-score at 10 µM;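 active = fluorescence-ratio B-score plate-corrected deviation score at least 3 library SD below zero, with starting fluorescence score within 5 deviations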;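 also: channel opened by trigger with iodide after compound preincubation; score built on the fluorescence ratio of max minus min over baseline; more negative score means more quench and so TMEM16A activation or potentiation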
MrgX1 allo act = human MrgX1 positive allosteric modulation, primary screen | MrgX1-HEK293, Fluo-4 calcium flux, FDSS; stronger effect = higher value | B-score at 10 µM | hit rate 0.63% among 310,000;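 active = plate-corrected calcium response at least 3 library SD above typical, normal starting fluorescence, not activating the receptor alone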;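 also: compound read alongside a low EC10 to EC30 dose of BAM8-22 agonist; peak minus trough fluorescence over baseline measured at the second addition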
KCNK3 inh = human KCNK3 channel inhibition, primary screen; O14649; CHO-KCNK3 thallium flux, FluxOR fluorescence; stronger effect = lower value; B-score at 10 µM; hit rate 0.84% among 340,000; AID 602410;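 active = B-score under library mean minus 4 SD, starting fluorescence ratio at most library mean plus 5 SD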;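 also: more negative B-score means stronger inhibition of thallium flux through KCNK3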
hERG rescue = shields human hERG channel from block by proarrhythmic agents; AID 1511; Q12809; CHO-hERG, FluxOR thallium flux, dofetilide IC70 present; activation (rescue from dofetilide block), less the hit threshold, % at 10 µM; hit rate 0.51% among 310,000;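 active = activation above the mean of controls blocked by dofetilide plus 5 SD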;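 also: thallium influx through hERG after potassium depolarization seen as dye fluorescence rise; in these data hits start at about 4.7%; inactives centre near -7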
KCNQ1 inh = human KCNQ1 channel inhibition; P51787; AID 2642; hit rate 1.3% among 310,000; CHO-K1 KCNQ1, FluxOR thallium flux fluorescence; stronger effect = higher value; B-score at 10 µM;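 active = compounds whose thallium flux B-score, printed positive for inhibition, exceeds three library SD while starting fluorescence stays within three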;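 also: channel opened by potassium depolarization with thallium stimulus after 20 min compound exposure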
The depositor's hits bear a star; i = inactive; · = no result given. Rows were taken by chance; 6.3% or so of the library scored in one or more.

SMILES	MrgX1 ag	KCNQ1 act	RGS4 block	ANO1 block	RGS4 act	KCNK9 inh	TMEM16A act	MrgX1 allo act	KCNK3 inh	hERG rescue	KCNQ1 inh
CN1C/C(=N\S(=O)(=O)c2ccccc2)N(C)C1=O	i	i	i	i	i	i	i	i	i	-12.6	i
COc1ccc(CC(=O)N2CCN(c3ccccc3OC)CC2)cc1OC	i	i	i	i	i	i	i	i	i	-3.6	i
COc1ccc2nc(N3C(=O)CC(Cc4cc(C)cc(C)c4)C3=O)sc2c1 (stereo not drawn)	i	i	i	i	i	i	i	i	i	-7.9	i
C#CCOCCOCCOCCNc1nc(N2CCOCC2)nc(N2CCN(C(=O)[C@H](Cc3ccc(O)cc3)n3cc([C@@H](N)C(C)CC)nn3)CC2)n1 (stereo partly drawn)	i	i	i	i	i	i	i	i	i	-3.0	i
Cc1ccc2[nH]c(=O)c(CN(C(=O)c3cccs3)c3ccccc3)cc2c1	i	i	i	i	i	i	i	i	i	-3.9	i
COc1ccc(C2=NOC(Cn3nc(C(=O)NCC4CC4)cc3-c3ccccc3)C2)cc1 (stereo not drawn)	i	i	i	i	i	i	i	7.89*	i	-10.9	i
Cn1cccc1Cc1nnc(SCC(N)=O)n1CCc1ccccc1	i	i	i	i	i	i	i	i	i	-6.1	i
Cc1c(NC(=S)NC(=O)c2cc3ccccc3o2)c(=O)n(-c2ccccc2)n1C	i	i	i	i	i	i	i	i	i	-5.9	i
COc1ccc(Cl)cc1C(=O)N1CCN=C1SC	i	i	i	i	i	i	i	i	i	-9.1	i
COC(=O)Cc1c(O)ccn(Cc2ccc(F)cc2)c1=O	i	i	i	i	i	i	i	i	i	-6.0	i
CC[C@@]12C(=O)N(c3cccc(F)c3)C(=O)N1[C@H](c1ccc(OC)cc1)[C@@H]1C(=O)N(C(C)(C)C)C(=O)[C@@H]12	i	i	i	i	i	i	i	i	i	-5.5	i
C/C(=C\c1ccccc1)CN1CCC(C(=O)N2CCC(C)CC2)CC1	i	i	i	i	i	i	i	i	i	-2.7	i
CC(=O)c1ccc(-n2c(C)ccc2-c2ccccc2)cc1	i	i	i	i	i	i	i	i	i	-11.6	i
O=C(NCc1ccccn1)Nc1ccccc1Cl	i	i	i	i	i	i	i	i	i	-0.8	i
Cc1ccccc1OCC(=O)NCC(c1cccs1)N1CCOCC1 (stereo not drawn)	i	i	i	i	i	i	i	i	i	-14.4	i
COC(=O)c1cc(S(=O)(=O)NCCc2ccc(Cl)cc2)c[nH]1	i	i	i	i	i	i	i	i	i	-10.5	i
O=C(Cc1ccc(S(=O)(=O)N2CCOCC2)s1)Nc1ccc(N2CCOCC2)cc1	i	i	i	i	i	i	i	i	i	-1.7	i
CCOC(=O)c1nn(-c2cccc(Cl)c2)c2nc(Nc3ccccc3)cc(=O)n12	i	i	i	i	i	i	i	i	i	-6.4	i
COC(=O)c1cc(S(=O)(=O)Nc2cccc(-c3cnco3)c2)oc1C	i	i	i	i	i	i	i	i	i	-9.7	i
CCC(=O)N1CCc2cc(S(=O)(=O)NC(Cc3ccccc3)C(=O)Nc3nccs3)ccc21 (stereo not drawn)	i	i	i	i	i	i	i	i	i	-8.6	i
CN1CCN(C(=O)/C=C\C(=O)O)CC1	i	i	i	i	i	i	i	i	i	-0.7	i
CC(OC(=O)/C(C#N)=C/c1ccc(N(C)C)cc1)C(=O)NCc1ccco1 (stereo not drawn)	i	i	i	i	i	i	i	i	i	-11.1	7*
O=C(Nc1ccccc1-c1ccccc1)C1CCCCC1	i	i	i	i	i	i	i	i	i	-16.5	i
CCN(CC)S(=O)(=O)c1ccc(N2CCCC2)c(NC(=O)c2ccncc2)c1	i	i	i	i	i	i	i	i	i	-10.6	i
CNC(=O)NNC(=O)c1csc(-c2ccc(C(F)(F)F)cc2Cl)n1	i	i	i	i	i	i	i	i	i	-8.5	i
COc1cccc(CC(=O)NNC(=O)c2c(-c3ccccc3)noc2C)c1	i	i	i	i	i	i	i	i	i	-4.3	i
CC(C)Oc1ccc(C(=O)Nc2ccc(N(C)C)cc2)cc1	i	i	i	i	i	i	i	i	i	-4.3	i
Cc1cc(N2CCN(c3nnnn3-c3ccccc3)CC2)n2ncnc2n1	i	i	i	i	i	i	i	i	i	-2.9	i
O=C(COc1cccc(Cl)c1)Nc1cc(S(=O)(=O)N2CCOCC2)ccc1N1CCOCC1	i	i	i	i	i	i	i	i	i	-13.0	i
CCOC(=O)CN(C(=O)Cn1nnc2ccccc21)C(C(=O)NCCOC)c1ccccc1C (stereo not drawn)	i	i	i	i	i	i	i	i	i	-11.7	i
COc1ccc(S(=O)(=O)N2CCC(C(=O)Nc3ccc4c(c3)OCCO4)CC2)cc1OC	i	i	i	i	i	i	i	i	i	-7.0	i
COc1nnc(-c2ccc(N3CCOCC3)c(NC(=O)c3ccc(C)cc3)c2)c2ccccc12	i	i	i	i	i	i	i	i	i	-10.4	i
CCN(CC(=O)Nc1c(F)cccc1F)C(=O)C1CCN(S(=O)(=O)c2ccc(C)cc2C)CC1	i	i	i	i	i	i	i	i	i	-8.8	i
COc1cc2c(c3oc(-c4ccccc4)cc(=O)c13)C=CC(C)(C)O2	i	i	i	i	i	-9.36*	i	i	-8.8*	-10.2	i
CCOC(=O)N1CCN(C(=O)c2cc3ccccc3o2)CC1	i	i	i	i	i	i	i	i	i	-8.2	i
Cc1ccc2c(=O)cc(C(=O)NC3CCS(=O)(=O)C3)oc2c1 (stereo not drawn)	i	i	i	i	i	i	i	i	i	-2.8	i
CCOC(=O)N1CCN(C(=O)C(=O)NNC(=O)COc2ccc(Cl)cc2)CC1	i	i	i	i	i	i	i	i	i	-6.0	i
Cc1cc(C)n(-c2ccc(NC(=O)C3CCCCN3C(=O)c3cc(C)oc3C)cc2)n1 (stereo not drawn)	i	i	i	i	i	i	i	i	i	-5.9	i
COc1cc(-c2cc(C(=O)OCC(=O)Nc3ccc4c(c3)OCO4)c3ccccc3n2)cc(OC)c1OC	i	i	i	i	i	i	i	i	i	-8.9	i
NC(=O)[C@@H]1CCCN1Cc1c(C(=O)N2CCc3ccccc3C2)nc2ccc(Cl)cn12	i	i	i	i	i	i	i	i	i	-11.4	i
Cc1sc2nc(CSCC(=O)NC(C)(C)C)[nH]c(=O)c2c1C	i	i	i	i	i	i	i	i	i	-2.8	i
CCC(=O)Nc1ccc2nc(SCC(=O)N3CCOCC3)sc2c1	i	i	i	i	i	i	i	i	i	-4.3	i
CNCC(O)CN(c1ccccc1)c1ccccc1 (stereo not drawn)	i	i	i	i	i	i	i	i	i	0.6	i
Cn1c2ccccc2c2cc(/C=N/NC(=O)c3ccccc3F)ccc21	i	i	i	i	i	i	i	i	i	-15.5	i
O=C(NCCOc1ccccc1)C1CCC(=O)N(CCc2ccc(Cl)cc2)C1 (stereo not drawn)	i	i	i	i	i	i	i	i	i	-7.3	i
COc1cc([N+](=O)[O-])ccc1Nc1nc(C)cc(C)n1	i	i	i	i	i	i	i	i	i	2.1	i
Cc1sc2ncnc(N3CCN(Cc4ccccc4)CC3)c2c1-c1ccc(F)cc1	i	i	i	i	i	i	i	i	i	-4.0	i
COc1cccc(OC)c1C(=O)NC(=S)Nc1cc(-c2nc3ccccc3[nH]2)ccc1Cl	i	i	i	i	i	i	i	i	i	-13.7	i
CCOC(=O)c1c(NC(=O)c2ccc(S(=O)(=O)N3CCOCC3)cc2)sc2c1CCN(C(C)C)C2	i	i	i	i	i	i	i	i	i	-6.8	i
COc1ccc(NC(=O)CSc2nnnn2C2CCCC2)cc1	i	i	i	i	i	i	i	i	i	-16.1	i
Cc1c(NC(=O)C(=O)/C=C(\O)c2ccc(Cl)cc2)c(=O)n(-c2ccccc2)n1C	i	i	i	i	i	i	i	i	i	-4.4	i
O=C(Nc1cccc(S(=O)(=O)N2CCOCC2)c1)c1cn(-c2ccccc2)nc1-c1ccc(F)cc1	i	i	i	i	i	i	i	i	i	-3.7	i
O=C(O)Cn1cc(/C=C2/SC(=O)N(CC(=O)N3CCCCCC3)C2=O)c2ccccc21	i	i	i	i	i	i	·	i	·	-2.8	i
COc1ccc(NC(=O)c2ccc3c(c2)n(C)c(=O)n3C)cc1	i	i	i	i	i	i	i	i	i	-2.0	i
CC1(C(=O)NC2CCCC2)CCC(=O)N1Cc1cccs1 (stereo not drawn)	i	i	i	i	i	i	i	i	i	-9.0	i
CCOC(=O)NNc1ccccc1	i	i	i	i	i	i	i	i	i	-7.5	i
O=C(Nc1ccc(NC(=O)C2CC2)nc1)c1ccncc1	i	i	i	i	i	i	i	i	i	-5.8	i
Cc1cc(C)c(S(=O)(=O)c2ccccc2)c(=O)[nH]1	i	i	i	i	i	i	i	i	i	-6.5	i
COc1ccc(-c2csc(N3CCN(C(=O)c4ccccc4)CC3)n2)cc1	i	i	i	i	i	i	i	i	i	-8.3	i
O=c1oc(-c2cccc(Cl)c2)nc2c1cnn2-c1ccccc1	i	i	i	i	i	i	i	i	i	0.4	i

Later entries
SMILES	MrgX1 ag	KCNQ1 act	RGS4 block	ANO1 block	RGS4 act	KCNK9 inh	TMEM16A act	MrgX1 allo act	KCNK3 inh	hERG rescue	KCNQ1 inh
CC(C(=O)Nc1ccc(S(N)(=O)=O)cc1)N1CCc2ccccc21 (stereo not drawn)	i	i	i	i	i	i	i	i	i	-3.0	i
O=C(Nc1cccc(C(F)(F)F)c1)c1cnccn1	i	i	i	i	i	i	i	i	i	-2.5	i
C#CCOc1ccc(/C=C2/C(=O)ON=C2C)cc1Cl	i	i	i	i	i	i	i	i	i	-9.3	i
CCOC(=O)NN1C(=O)c2ccccc2NC1c1ccccc1O (stereo not drawn)	i	i	i	i	i	i	i	i	i	-4.8	i
CC(=O)Nc1ccc(NC(=O)C(C)Sc2nc3ccccc3c(=O)n2Cc2ccco2)cc1 (stereo not drawn)	i	i	i	i	i	i	i	i	i	-9.2	i

Screening results as filed in PubChem BioAssay.
